Rab9 promoter act = qHTS Assay for Rab9 Promoter Activators; Huh7 Rab9 promoter-luciferase reporter, luminescence, 24 h; AID 485297, 2010; 320,000 compounds, 2.8% hits; Potency, µM (highest dose often 9.22 µM), for inactives: at the top dose activation, negative = inhibition, actives largely listed as activators; note: % of control where 0% means no effect; nearly all actives have a fitted effect of over 60% in size
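Measured in stably transfected Huh7 cells bearing a Rab9 promoter–luciferase construct: 24 h compound treatment at 37 °C, followed by luminescence detection.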
uPA generation = qHTS for Inhibitors of Cell Surface uPA Generation; 330,000 compounds, 0.31% hits; Potency, µM (titrated, usually from 38.3 µM), inactives show at the highest dose activity change, negative = inhibition, actives largely listed as inhibitors; cell surface uPA generation assay, qHTS; active = well fitted inhibition curve with a large enough effect; inconclusive = small, poorly fitted or top-dose-only effect; inactive = no such curve, though single readings can be large or run the other way; tested in mouse RAW 264.7 cells; note: % is set by controls: 0 for no effect and ±100 for the full control effect; nearly all actives have a fitted effect of over 55% in size
NPC1 promoter act = qHTS Assay for NPC1 Promoter Activators | Huh7 NPC1 promoter luciferase reporter, 24 h | AID 485313, 2010 | Potency, µM (top dose mostly 9.22 µM), inactives show at the top dose activation, actives largely listed as activators | 320,000 compounds, 2.4% hits;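 note: % of control where 0% means no effect; nearly all actives have a fitted effect of over 60% in size; reporter is driven by a mutant NPC1 promoter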
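In 1536-well qHTS, Huh7 cells harboring an NPC1 promoter–luciferase construct received compound for 24 h; activation was quantified by luminescence following luciferase reagent addition.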
p53 reactivator = qHTS assay for re-activators of p53 using a Luc reporter. Potency, µM (series often up to 92.2 µM), inactives show top-dose activity change, positive = activation, usual class: activators. H1299 p53-A138V BP100-luciferase reporter, luminescence, 24 h. 320,000 compounds, 0.063% hits. AID 504706, 2011; note: % of control where 0% means no effect; nearly all actives have a fitted effect of over 45% in size
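H1299 (p53-null), stable ts p53-A138V + BP100-Luc; 1000 cells/well, Opti-MEM/10% FBS; cpd 4 pt, 1:5; 24 h, 37 deg C, 5% CO2; detection reagent 10 min RT; luminescence.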
RORg inh = qHTS for inhibitors of ROR gamma transcriptional activity. Potency, µM (top dose mostly 53.6 µM), without a hit: top-dose activity change, negative = inhibition, actives largely listed as inhibitors. 310,000 compounds, 5.4% hits. Drosophila S2 Gal4-RORgamma UAS-luciferase reporter, 20 h. AID 2551, 2010; note: % is set by controls: 0 for no effect and ±100 for the full control effect; nearly all actives have a fitted effect of over 60% in size
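A Gal4/UAS one-hybrid system in insect cells: metallothionein-promoter Gal4–ROR gamma fusion plus Photinus luciferase reporter. Copper sulfate 700 uM final, 20 hr ambient incubation, luminescent detection after 10 min with reagent.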
MBNL1 CUG block = qHTS Assay for Inhibitors of MBNL1-poly(CUG) RNA binding; Muscleblind-like protein 1 (Homo sapiens), Q9NR56; TR-FRET MBNL1-His/biotin-(CUG)12 binding, 665/545 ratio; Potency, µM (doses to about 57.5 µM), for inactives: top-dose activity change, negative = inhibition, usual class: inhibitors; 280,000 compounds, 0.036% hits; AID 2675, 2010; active = well fitted inhibition curve with a large enough effect in the signal ratio, with a control signal flat, not every such curve was filed as active; inconclusive = small, poorly fitted or top-dose-only effect, or effect the other way, or a change in a side signal; inactive = no such curve, though single readings can be large or run the other way; the % refers to the signal ratio; note: % is set by controls: 0 for no effect and ±100 for the full control effect
Target sequence (Q9NR56 whole entry, looked up): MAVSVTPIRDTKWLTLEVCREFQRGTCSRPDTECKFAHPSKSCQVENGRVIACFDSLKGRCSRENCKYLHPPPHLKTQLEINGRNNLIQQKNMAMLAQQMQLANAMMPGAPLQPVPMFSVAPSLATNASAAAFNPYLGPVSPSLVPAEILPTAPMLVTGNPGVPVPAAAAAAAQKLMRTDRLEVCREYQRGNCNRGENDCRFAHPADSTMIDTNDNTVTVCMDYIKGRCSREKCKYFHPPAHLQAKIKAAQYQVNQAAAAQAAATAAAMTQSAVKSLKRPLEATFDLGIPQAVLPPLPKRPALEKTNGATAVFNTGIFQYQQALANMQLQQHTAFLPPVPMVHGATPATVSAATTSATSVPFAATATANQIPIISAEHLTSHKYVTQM
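Ratiometric TR-FRET (665 over 545 nm, excitation 340 nm) tracks disruption of MBNL1-His/biotin-(CUG)12 complex after 60 min at room temperature, with compounds at 92 nM to 58 uM final.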
FLuc counter = qHTS profiling assay for firefly luciferase inhibitor/activator using purifed enzyme and Km concentrations of substrates (counterscreen for miR-21 project); Luciferin 4-monooxygenase (Photinus pyralis), P08659; purified FLuc, Km substrates, luminescence inhibition; Potency, µM (highest dose often 57.5 µM), for the others: top-dose activity change, negative = inhibition, most hits filed as inhibitors; 360,000 compounds, 6.9% hits;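 note: plate controls were vehicle for no effect and reference inhibitor for full effect; nearly all actives have a fitted effect of over 55% in size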
Target sequence (P08659 whole entry, looked up): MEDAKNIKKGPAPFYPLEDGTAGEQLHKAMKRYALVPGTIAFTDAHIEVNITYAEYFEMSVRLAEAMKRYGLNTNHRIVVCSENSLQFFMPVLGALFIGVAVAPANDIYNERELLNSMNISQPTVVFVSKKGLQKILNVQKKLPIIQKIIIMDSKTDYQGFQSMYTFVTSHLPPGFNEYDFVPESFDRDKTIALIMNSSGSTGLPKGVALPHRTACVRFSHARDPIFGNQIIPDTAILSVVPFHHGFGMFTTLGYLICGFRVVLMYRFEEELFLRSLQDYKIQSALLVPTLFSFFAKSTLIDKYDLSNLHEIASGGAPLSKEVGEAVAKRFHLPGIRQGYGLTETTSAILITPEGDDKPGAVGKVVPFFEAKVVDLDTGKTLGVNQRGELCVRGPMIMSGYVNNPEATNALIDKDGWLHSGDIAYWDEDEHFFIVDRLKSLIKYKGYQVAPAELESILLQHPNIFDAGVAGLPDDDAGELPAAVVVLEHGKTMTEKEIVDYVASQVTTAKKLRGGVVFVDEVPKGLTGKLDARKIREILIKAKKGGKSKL
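Purified P. pyralis luciferase, 10 nM final, with Km-level 10 uM D-luciferin and 10 uM ATP in 50 mM Tris acetate pH 7.5, 10 mM Mg acetate, 0.01% Tween-20, 0.05% BSA; 6-point qHTS titration about 60 µM downward; luminescence read.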
VP16 counter = VP16 counterscreen qHTS for inhibitors of ROR gamma transcriptional activity; Potency, µM (highest dose often 53.6 µM), for the others: at the highest dose activity, negative = inhibition, hits mostly inhibitors; Drosophila S2 Gal4-VP16 UAS-luciferase, luminescence, 20 h; 310,000 compounds, 3.5% hits;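 note: Gal4-VP16 expression switched on by copper sulfate through the metallothionein promoter; % is set by controls: 0 for no effect and ±100 for the full control effect; nearly all actives have a fitted effect of over 50% in size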
BRCA1 expr up = qHTS Assay to Identify Small Molecule Activators of BRCA1 Expression; 380,000 compounds, 1.1% hits; Potency, µM (titrated, usually from 46.1 µM), for inactives: at the highest dose activation, most hits filed as activators; MCF7-BRCA1-FFLuc reporter, luminescence, 48 h; response scale: scaled: vehicle 0%, 10 µM genistein 100%; note: nearly all actives have a fitted effect of over 80% in size; some results filed as inactive show a strong effect at the top dose
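Cells: MCF7-BRCA1-FFLuc, 2000/well. Exposure: 48 h, 37 °C, 5% CO2. Read: luminescence, 15 min post-substrate. Controls: genistein 10 microM (maximal activation), DMSO (neutral).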
ELG1 genotox = qHTS screen for small molecules that induce genotoxicity in human embryonic kidney (HEK293T) cells expressing luciferase-tagged ELG1 | HEK293T ELG1-luciferase reporter, luminescence, 16 h | Potency, µM (series often up to 46 µM), without a hit: at the top dose activity change, positive = activation, most hits filed as activators | 330,000 compounds, 1.3% hits; note: % of control where 0% means no effect; nearly all actives have a fitted effect of over 60% in size
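Cells (2,000/well) expressing the ELG1-luciferase fusion are dosed by pin tool and kept 16 hr at 37 °C, 5% CO2. Signal comes from ONE-Glo luciferase reagent after 30 min at room temperature.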
Starred values were filed as active, the others as inactive; ? = inconclusive; · = not tested or not shown; [ ] = dose if it differs, or a comment. Unless noted, calls come from the whole dose curve; as a rule, active = well fitted curve in the direction sought with a large enough effect; inconclusive = small, poorly fitted or top-dose-only effect, or another doubt; inactive = no such curve, though single readings can be large; an effect the other way counts as inactive or inconclusive. Potency is the fitted concentration of half-maximal effect. An unsorted share of the library; 13% or so of the library scored in one or more.

SMILES	Rab9 promoter act	uPA generation	NPC1 promoter act	p53 reactivator	RORg inh	MBNL1 CUG block	FLuc counter	VP16 counter	BRCA1 expr up	ELG1 genotox
Cc1ccc2c(c1)[nH]c1c(=O)n(CCN3CCNCC3)cnc12	6%	-6%	3%	3%	9%	6%	-2%	-2%	-28%	1%
CCOC(=O)CNC(=O)CSc1nnc(CCc2nc3ccccc3[nH]2)n1C	-3%	10%	1%	9%	-1%	0%	1%	-14%	-1%	1%
C[C@@H]1NC(=O)c2cc([N+](=O)[O-])cc(I)c2OCC[C@@H](C(N)=O)NC(=O)[C@H](CCC(=O)O)NC1=O	-3%	·	-3%	9%	-32%	?	4%	-11%	·	4%
CC(C)Cn1c(N)c(C(=O)COC(=O)c2cnc(Cl)c(Cl)c2)c(=O)n(C)c1=O	-3%	?	2%	0%	?	-3%	-2%	-4%	-82%	-1%
O=C(NC1CCCC1)C1CCCN(S(=O)(=O)c2cnc[nH]2)C1 (stereo not given)	-5%	1%	0%	4%	0%	-7%	1%	-2%	-3%	0%
CC(C)CN1CCN(Cc2nc3ccccc3s2)CC1CCO (stereo not given)	0%	2%	-1%	0%	-8%	11%	?	-1%	-20%	-2%
COC(=O)CN(c1ccc(F)cc1)S(=O)(=O)c1ccc2c(c1)OCCO2	-14%	-16%	18%	-5%	-1%	-25%	3%	-11%	5%	-2%
O=C1CC(N2CCN(S(=O)(=O)c3cccc(C(F)(F)F)c3)CC2)C(=O)N1Cc1ccccc1 (stereo not given)	-3%	6%	-3%	-3%	?	-9%	5%	-5%	-15%	-23%
O=C1NCC(COc2ccc(Cl)cc2)O1 (stereo not given)	1%	4%	-10%	-2%	8%	-4%	-3%	3%	26%	1%
Cc1c(NC(=O)C(C)Oc2ccc(Br)cc2)c(=O)n(-c2ccccc2)n1C (stereo not given)	·	0%	·	5%	·	·	·	·	-23%	1%

SMILES	Rab9 promoter act	uPA generation	NPC1 promoter act	p53 reactivator	RORg inh	MBNL1 CUG block	FLuc counter	VP16 counter	BRCA1 expr up	ELG1 genotox
NC(N)=NS(=O)(=O)c1ccc(N=C2C(=O)Nc3ccccc32)cc1	-6%	-3%	-3%	-2%	7%	?	3%	1%	-9%	-2%
CCS(=O)(=O)N1CCC(C(=O)Nc2cccc(F)c2)CC1	4%	-10%	-3%	6%	22%	-3%	3%	-12%	-3%	0%
Cc1ccc(C(=O)NCCOc2ccc(Cl)cc2)cc1	18%	4%	?	7%	?	-1%	24µM*	?	?	?
CN1CCC(=O)N(CCOc2ccccc2)CC1	0%	10%	-5%	·	-5%	4%	3%	-5%	-16%	2%
CC(C)(C)c1ccc(C2(C)NC(=O)N(CC(=O)NC3CCS(=O)(=O)C3)C2=O)cc1 (stereo not given)	4%	1%	-3%	-3%	·	·	2%	·	-1%	0%
N#Cc1ccc(-c2ccc(F)cc2)nc1SCC(=O)Nc1sc2c(c1C#N)CCC2	-2%	0%	-6%	16%	-22%	30%[activator]	0%	10%	-35%	0%
CCOCCCNC(=O)C(NC(=O)c1ccc2c(c1)OCO2)c1ccccc1 (stereo not given)	0%	0%	-3%	6%	9%	2%	4%	0%	4%	1%
CCOc1ccc(C(=O)CCC(=O)NC2=NCCS2)cc1	1%	-1%	0%	-2%	·	·	-14%	·	-1%	1%
COc1ccc(NC(=O)CC23CC4CC(CC(Br)(C4)C2)C3)c(OC)c1	5%	-1%	1%	13%	14%	-1%	2%	-5%	17%	3%
Cc1cc(OCC(=O)Nc2ccc(CCO)cc2)c2c(C)c(C)c(=O)oc2c1	15%	-17%	-7%	-3%	-4%	12%	-19%	-4%	-17%	?

SMILES	Rab9 promoter act	uPA generation	NPC1 promoter act	p53 reactivator	RORg inh	MBNL1 CUG block	FLuc counter	VP16 counter	BRCA1 expr up	ELG1 genotox
O=C(NCCN1CCOCC1)c1ccc2c(c1)N(Cc1ccccc1F)C(=O)c1ccccc1S2(=O)=O	0%	-2%	-2%	-9%	17%	-6%	0%	1%	-35%	-2%
COc1ccc(Nc2c3c(c(C#N)c4nc5ccccc5n24)CCC3)cc1	4%	0%	8%	7%	?	13%	4%	-9%	11%	2%
CN1CCN(C(=S)Nc2ccc(S(N)(=O)=O)cc2)CC1	-5%	11%	-6%	-1%	-12%	-7%	-19%	-1%	-6%	0%
NS(=O)(=O)c1ccc(CCNC(=O)c2nc(CS(=O)(=O)c3ccc(Cl)cc3)no2)cc1	1%	-17%	-1%	0%	6%	2%	0%	0%	-4%	1%[9.26 µM]
O=C(N/N=C/c1cnc(N2CCOCC2)s1)c1ccccc1	-1%	·	17%	4%	-10%	?	-12%	-2%[10 µM]	56%	11%
COc1cccc(C(=O)C2CCCN(C(=O)c3ccc(C#CC(C)(C)O)cc3)C2)c1 (stereo not given)	-10%	11%	1%	-2%	-3%	7%	-2%	5%	1%	-7%
COc1ccc(NC(=S)NC(=O)/C=C/c2ccc(F)cc2)cc1	-5%	-8%	-1%	3%	?	0%	0%	-13%	11%	0%
CC1CCC(C(C)C)C(OC(=O)Cn2nnc3c(cnn3-c3ccccc3)c2=O)C1 (stereo not given)	0%	9%	-3%	3%	-2%	-5%	-2%	-13%	-19%	-8%
COc1ccc(C2SC[C@@H](C(=O)O)N2C(C)=O)cc1 (stereo not given in full)	-5%	8%	-6%	-2%	4%	-5%	1%	-4%	13%	-1%
O=C(NC(=S)NCc1ccccc1)c1cccc(Cl)c1	-2%	-1%	-2%	-14%	6.3µM*	7%	-7%	7.1µM*	19%	2%

SMILES	Rab9 promoter act	uPA generation	NPC1 promoter act	p53 reactivator	RORg inh	MBNL1 CUG block	FLuc counter	VP16 counter	BRCA1 expr up	ELG1 genotox
Cc1ccc(C2C(C#N)=C(N)Oc3cc(C)oc(=O)c32)o1 (stereo not given)	-8%	1%	-1%	7%	?	0%	-2%	?	-12%	-7%
Cc1ccc(Nc2nc(-c3ccncc3)cs2)cc1	1.3µM*	-1%	2.2µM*	?	-25%	-1%	0.95µM*	-16%	?	?
COc1ccc(C(C[N+](=O)[O-])C2(c3ccc(OC)c(OC)c3)C(=O)c3ccccc3C2=O)cc1 (stereo not given)	?	-14%	28%	-15%	?	·	6µM*	18µM*	-98%[inhibitor]	-13%
O=C(Nc1cccc([N+](=O)[O-])c1)c1ccccc1	14%	-12%	3%	5%	?	·	?	3%	2%	2%
Cc1csc(Nc2nc(N)c(C(=O)Nc3cc(Cl)ccc3F)o2)n1	1%	4%	0%	2%	21%	-3%	?	-10%	-16%	7%
O=C(NCc1ccco1)c1cc(=O)c2ccccc2o1	-5%	3%	-6%	-1%	-5%	?	-4%	10%	-12%	-4%
COc1ccc(O)c(/C=N/NC(=O)CCC(=O)Nc2cccc(C)c2)c1	-11%	-6%	-5%	6%	13µM*	14%	-1%	?	-60%	2%
COc1ccc(CNC2CCCc3ccccc32)cc1OC (stereo not given)	2%	-17%	-1%	-3%	38%	·	2%	-1%	-26%	-10%
O=C(O)CCc1nn2c3ccccc3n(CC(=O)c3cccs3)c2nc1=O	-5%	3%	-1%	2%	1%	-3%	-5%	4%	18%	3%
Cc1[nH]c2ccccc2c1C(=O)C(=O)NCCc1ccc(S(N)(=O)=O)cc1	0%	3%	-2%	5%	25%	·	-3%	1%	-9%	-2%

SMILES	Rab9 promoter act	uPA generation	NPC1 promoter act	p53 reactivator	RORg inh	MBNL1 CUG block	FLuc counter	VP16 counter	BRCA1 expr up	ELG1 genotox
NS(=O)(=O)c1ccc(NC(=S)N2CCN(c3ccccc3)CC2)cc1	0%	3%	1%	-4%	23%	-19%	3%	-1%	-27%	0%
C=CCNc1nc(N)c(C(=C(C#N)C#N)c2ccc(Br)cc2)s1	-2%	-4%	-10%	-2%	?	·	3%	?	-69%	-10%
O=C(CCc1ccc(O)c(O)c1)N/N=C/c1cc2c(cc1[N+](=O)[O-])OCO2	24%	-22%	0%	6%	-43%	?	-15%	-7%	-16%	2%
CCOc1ccc(CNC(=O)CS(=O)(=O)Cc2nc(-c3ccc(OC)cc3)oc2C)cc1	0%	?	-2%	·	-5%	-6%	4%	3%	0%	-5%
COc1ccc(C(=O)c2ccccc2)cc1Br	-3%	0%	-2%	3%	18%	-2%	-4%	4%	2%	5%
Cc1c(C(=O)NCCSCc2ccccc2)cccc1[N+](=O)[O-]	-8%	-4%	-5%	-6%	28%	1%	-2%	1%	-2%	-4%
Cc1ccc2nc(NC(=O)c3ccco3)sc2c1	0.79µM*	-21%	?	4%	8.9µM*	14%	0.27µM*	7.1µM*	?	0.21µM*
CCCc1nn2c(=O)c(C(c3cccc(Cl)c3)c3c(O)nc4sc(CCC)nn4c3=O)c(O)nc2s1	4%	7%	-2%	0%	18%	-2%	1%	-7%	8%	3%
Cc1ccccc1-c1nc(CS(=O)(=O)CC(=O)N2CCN(C)CC2)c(C)o1	0%	-2%	-9%	-1%	-15%	-2%	3%	-2%	-1%	1%
O=C(Cn1nnc(-c2cccs2)n1)NCc1ccco1	-12%	-4%	-2%	3%	31%	4%	0%	-1%	25%	-1%

Assay outcomes as filed in PubChem BioAssay.
